Assay outcomes deposited in PubChem by Broad Institute.
FN deposition inh – fibronectin deposition inhibition | AH1F fibroblasts, Alexa488-fibronectin deposition fluorescence, overnight | inhibition, % at 12.6 µM | 350,000 tested, 0.086% active | AID 743247;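 active means mean inhibition across replicates of 30% or more, regardless of how many single replicates reach that level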;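 further: positive control wells lacked labelled fibronectin entirely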
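Assay system: AH1F fibroblasts / Quantity: 10000 cells per well / Medium: DMEM plus 2% serum, read in PBS / Reagent: labelled fibronectin 24 nM / Dosing: single dose, pinned / Times: 1 h cell attachment, overnight exposure to compound and label / Signal: fluorescence, ex 485 nm, em 525 nm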
Statin myotox sup – protects C2C12 myotubes from simvastatin toxicity | ATP luminescence, 48 h; scaled: DMSO 0, geranylgeraniol control 100 | rescue of ATP level, % at 7.49 µM | 330,000 tested, 0.78% active | AID 602340;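 active means mean ATP rescue above about 67%, or every replicate alone reaching that limit, limit read from the data, passing the limit was not always enough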;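 further: myotubes were challenged with 10 µM simvastatin during compound exposure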
PglD inh – PglD (C. jejuni) enzyme inhibition; AID 602405; 360,000 tested, 0.098% active; inhibition, % at 12.5 µM; purified PglD enzyme, DTNB colorimetric CoA detection; in the data active means inhibition above about 16%, passing the limit was not always enough; further: strong numbers were not always called active
miR122 inh – blocks miR-122 activity in Huh7 sensor cells; Huh7 miR-122 Renilla luciferase sensor, 48 h; neutral wells = 0, positive control = 100; AID 602342; activation (reporter increase), % at 12.5 µM; 340,000 tested, 0.3% active;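 active means mean replicate activation score at least 90 and every replicate individually at or above 90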;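 further: higher luciferase means less miR-122 activity so hits act as miR-122 inhibitors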
PGC1a acetyl inh – modulators of PGC1a acetylation; inhibition, % at 15.6 µM; 350,000 tested, 0.17% active; AID 651687; U2OS PGC1a acetylation, AlphaScreen anti-acetyl-lysine; with virally co-expressed GCN5 acetyltransferase;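 active means every replicate shows inhibition of at least 40%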;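 further: 0% = neutral control wells and 100% = positive control wells; some results beyond the cut were filed as inactive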
GSIS activator – GLuc luminescence reporter in INS-1E cells, primary screen for activators of glucose-dependent secretion of insulin; INS-1E GLuc reporter insulin secretion, 2-3 h; activation, % at 16.6 µM; 370,000 tested, 0.61% active;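 active means lowest replicate activation of at least 40%, so every replicate reaches that level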;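 further: 0% = median of neutral control wells and 100% = median of IBMX positive control wells; some compounds called inactive have numbers as strong as hits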
CFTR F508del cor – correctors of CFTR F508del function in bronchial epithelial cells; CFBE cells, YFP halide quenching; stimulated with forskolin plus potentiator P3; % fluorescence drop versus neutral controls; activity (quench increase), % at 7.58 µM; 350,000 tested, 0.36% active; AID 720511;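 active means mean added fluorescence quench of at least 8% versus neutral control, with both replicates also reaching 8%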;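 further: cells transiently co-express mutant CFTR-F508del with the halide-sensitive YFP; corrector assay measuring rescue of mutant channel to the surface after 24 h compound exposure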
Cneo AK release – causes C. neoformans cell lysis; adenylate kinase release luminescence, 4 h; normalised: neutral wells 0, clomiphene wells 100; lysis activity, % at 15 µM; 360,000 tested, 0.2% active;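 active means mean lysis activity across replicates of at least 80%, whatever share of replicates individually reach that level; inactive means mean lysis activity below 80%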
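Material – log-phase Cryptococcus neoformans yeast cells · Input – 5 × 10^6 yeast cells/mL · Medium – fresh YPD growth medium · Doses – single compound concentration per well · Timing – static 4 h at 37 °C with compound, 1 h detection · Detection – adenylate kinase release luminescence · Read-out – signal increase indicating cell lysis · Control set – Clomiphene as positive lysis control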
* = called active by the depositor; nt = no result given; [ ] = dose if it differs, or a comment.

SMILES	FN deposition inh	Statin myotox sup	PglD inh	miR122 inh	PGC1a acetyl inh	GSIS activator	CFTR F508del cor	Cneo AK release
COc1ccc(-c2nnc3ccc(SCC(=O)NCc4ccco4)nn23)cc1	nt	-3	7	1	3	nt	nt	-1
N#CCc1c(C#N)c(N)nc(N2CCOCC2)c1C#N	-13	-5	2	12	-38	56	0.9	1
CS(=O)(=O)Nc1ccc2c(c1)[C@H]1C[C@@H](CC(=O)NCc3ccncc3)O[C@H](CO)[C@H]1O2	nt	5	4	3[16.7 µM]	4	10	-2.8	2
CCOC(=O)N1CCN(C(=O)c2cccc(OC)c2O)CC1	nt	6	-2	-5	6	nt	nt	4
COc1ccccc1Cn1c(=S)[nH]c2cc(C(=O)NCCN3CCOCC3)ccc2c1=O	nt	nt	-5	5	-14	6	nt	2
Cc1cccc(OCC(=O)NCC(=O)N/N=C/c2ccc(N(C)C)cc2)c1	0	nt	2	-3	3	-6	4.4	2
COc1ccc(-n2cc(-c3ccccc3)c3c(NCCOCCO)ncnc32)cc1	-3	12	2	-6	1	9	-0.5	-4
CCCNC(=O)N1C[C@H](O)COC[C@H]2O[C@H](CC(=O)N[C@@H]3CCN(Cc4ccccc4)C3)CC[C@@H]21	-9	-4	4	-6[16.7 µM]	6	1	1.3	0
Cc1c(Cc2ccccc2)c(=O)oc2cc(OC(C)C(=O)NCC3CCC(C(=O)O)CC3)c(Cl)cc12 (stereo not drawn)	nt	3	-5	-7	-8	-1	2.0	-4
COc1cc2c(cc1NC(=O)CSc1nc3ccccc3[nH]1)oc1ccccc12	-10	11	-3	-4	-3	7	nt	1
C[C@@H]1CN([C@@H](C)CO)C(=O)c2cccc(NC(=O)Nc3ccc4c(c3)OCO4)c2O[C@@H]1CN(C)CC1CCCCC1	-14	37	-1	1[16.7 µM]	-7	3	-2.6	6
O=C(Nc1ccc(F)cc1)N1C[C@H]2[C@@H](c3ccccc31)[C@@H](CO)N2Cc1cocn1	nt	-3	1	32[16.7 µM]	7	-13	-3.5	95*
Cc1ccc(-c2c(C#N)c(N)nc3c2CCCCC3)cc1	nt	-3	-2	1	2	18	nt	0
C[C@H](CO)N1C[C@H](C)[C@H](CN(C)S(=O)(=O)c2cn(C)cn2)Oc2ccc(NC(=O)Cc3ccccc3)cc2C1=O	-9	-17	-1	-5[16.7 µM]	-12	14	0.8	-3
CC(C)OC(=O)CSc1nc(N)c(C#N)c(-c2cccs2)c1C#N	-12	-1	-4	2	nt	nt	nt	-1
O=CN1CCN(C(=O)CC(c2ccccc2)c2cc(Br)ccc2O)CC1 (stereo not drawn)	0	8	4	1	11	-11	-0.7	-1
Cc1ccc2nc(NC(=O)CN(C)S(=O)(=O)c3ccc(Br)s3)sc2c1	nt	20	4	8	-19	nt	nt	3
COc1ccc(NC(=O)N2CC[C@@H]3[C@H]2c2cc(-c4cccc(C(=O)N(C)C)c4)ccc2N(C)[C@H]3CO)cc1	4	6	-21	7[16.7 µM]	4	-15	-4.5	-13
CCN(CC(=O)Nc1c(F)cccc1F)C(=O)c1cc([N+](=O)[O-])ccc1N1CCOCC1	-2	-1	nt	nt	nt	0	3.2	nt
CC(=O)Nc1c(C(=O)NCc2ccccc2)nnn1Cc1ccccc1	nt	2	-103	1	-6	nt	nt	0
Cc1cc2nc(C(C)(C)C)c(Cc3cccc(F)c3)n2c(C)c1Br	19	-14	-5	6	-18	9	-2.7	7
COc1ccc(-c2cc(C(=O)Nc3cc(C)nn3-c3ccccc3)no2)cc1OC	5	10	-6	-8	4	14	0.4	0
O=C(COC(=O)c1cc([N+](=O)[O-])ccc1N1CCOCC1)Nc1ccc(Cl)cn1	nt	-19	-6	nt	nt	15	0.8	-4
Cc1ccnc(NC(=O)COC(=O)c2ccc(F)cc2F)n1	-6	2	0	-9	-1	11	-2.5	0
Cc1ccc(Cn2nc(C)c(C(=O)NCC(c3cccs3)N3CCOCC3)c2Cl)cc1 (stereo not drawn)	-1	-3	3	nt	-2	-24	-0.3	-3

Further compounds follow.
SMILES	FN deposition inh	Statin myotox sup	PglD inh	miR122 inh	PGC1a acetyl inh	GSIS activator	CFTR F508del cor	Cneo AK release
Cc1cccnc1NC(=O)c1ccccc1NC(=O)C(C)(C)C	5	nt	5	-2	-1	nt	nt	2
C[C@@H]1CN([C@@H](C)CO)C(=O)c2cc(NC(=O)Nc3ccccc3)ccc2O[C@H]1CN(C)CC1CCCCC1	-4	-7	-2	-3[16.7 µM]	-3	-7	-0.1	-1
N#C/C(=C\Nc1ccc(Cl)cc1)S(=O)(=O)c1ccccn1	0	-2	nt	nt	nt	13	0.8	nt
O=C(NCC(=O)N1CCN(Cc2ccccc2)CC1)c1cccs1	1	-1	0	-8	13	-7	-1.2	1
C=CCOc1ccc(/C=N/NC(=O)c2cc3c(OC)cc(OC)cc3[nH]2)cc1	5	-3	4	11	-3	-36	-3.1	2
O=C(O)c1ccc(S(=O)(=O)N2CCCC2)cc1	-1	-1	2	nt	nt	0	0.2	1
CC(C)N=C(NC#N)SCc1ccc(Br)cc1	-26	12	-12	-4	9	nt	nt	-2
COc1cc(C=O)c(Br)cc1OCC(=O)NCc1ccccc1	-1	-11	3	2	-7	-9	1.5	1
Cc1ccc(S(=O)(=O)N(C)c2ccc(OCC(=O)Nc3ccc(C(=O)N(C)C)cc3)cc2)cc1C	-9	-4	nt	nt	3	-13	0.0	nt
CN(Cc1c(F)cccc1Cl)C(=O)CNC(=O)c1sc2ccccc2c1Cl	-1	-4	-2	nt	-72	-2	-3.0	0
COc1cccc2c(C)c(C(=O)O)[nH]c12	21	18	14	2	5	nt	nt	4
CCN(CC)c1ccc(NC(=O)c2nc3nc(C)cc(C(F)F)n3n2)cc1	-6	-19	2	-3	4	nt	1.9	-10
O=C(C[C@H]1CC[C@@H]2[C@H](COC[C@H](O)CN2S(=O)(=O)c2cccc(Cl)c2)O1)N1CCOCC1	10	-6	-2	10[16.7 µM]	9	15	0.4	-1
COc1ccc(OC)c(C(C)NC(C)=O)c1 (stereo not drawn)	7	1	-3	1	-7	nt	nt	2
CCP(=O)(CC)C(C)(C)CP(=O)(c1ccccc1)c1ccccc1	nt	7	-4	-1	-13	17	-2.2	-3
COCC1CCCCC1OS(N)(=O)=O (stereo not drawn)	-3	2	2	-7	-6	-6	3.4	0
CCC(=O)N1CCCCN2[C@H](C1)[C@H](c1ccc(C#CCOC)cc1)[C@@H]2CO	nt	14	6	4[16.7 µM]	3	9	0.7	-2
CCc1nc2c(OCC(=O)c3ccc(Cl)cc3Cl)cccn2c1N(C)C(=O)c1ccncc1	21	-31	-3	-2	3	12	-0.5	0
COc1cccc(C2Nc3ccc4ccccc4c3C3=C2C(=O)CCC3)c1O (stereo not drawn)	2	-6	4	6	1	-3	0.6	1
CCOc1ccc(/C(C)=N\NC(=O)Cc2ccccc2)cc1	1	-2	4	1	7	nt	1.0	0
C[C@@H]1CCCCO[C@@H](CN(C)C)[C@H](C)CN([C@H](C)CO)C(=O)c2cc(NC(=O)c3ccccc3)ccc2O1	nt	27	nt	-6[16.7 µM]	13	14	0.2	nt
CCCNC(=O)C(=O)N/N=C/c1cccs1	9	nt	-6	-2	4	-9	-2.4	0
CC(=O)N[C@@H](Cc1c[nH]c2ccccc12)C(=O)OCC(=O)Nc1ccc(S(=O)(=O)N(C)C)cc1	-6	nt	nt	nt	0	-21	-5.4	nt
CCC(=O)N1CC2(CN(C(C)=O)C2)c2c([nH]c3cc(OC)ccc23)[C@H]1CO	-12	nt	nt	nt	5	9	-2.0	nt
COc1ccc(Cl)c2sc(N(CCN(C)C)C(=O)c3ccc4c(c3)OCCO4)nc12	12	46	nt	nt	nt	1	-1.8	nt
O=C1CN(S(=O)(=O)Cc2ccccc2)C[C@@H]2[C@@H](c3ccc(C#Cc4ccc(F)cc4)cc3)[C@@H](CO)N12	-10	nt	nt	nt	-32	6	1.0	nt
CN(Cc1ccc(OC(F)F)cc1)C(=O)c1cccc(S(=O)(=O)N2CCN(Cc3ccccc3)CC2)c1	nt	3	-4	-17	-1	-69	5.6	4
O=C(CCc1nc2sc3c(c2c(=O)[nH]1)CCCC3)Nc1ccccc1Cl	0	27	3	-2	-6	6	1.2	3
CCOc1ccc(-c2n[nH]c(C(=O)NN)c2C)cc1	16	23	83*	24	-3	-2	-3.1	-2

Quoted at random: 7 records from the list
SMILES	FN deposition inh	Statin myotox sup	PglD inh	miR122 inh	PGC1a acetyl inh	GSIS activator	CFTR F508del cor	Cneo AK release
CCP(=O)(CC)C(C)(C)CP(=O)(c1ccccc1)c1ccccc1	nt	7	-4	-1	-13	17	-2.2	-3
CCOc1ccc(-c2n[nH]c(C(=O)NN)c2C)cc1	16	23	83*	24	-3	-2	-3.1	-2
COc1ccc(OC)c(C(C)NC(C)=O)c1 (stereo not drawn)	7	1	-3	1	-7	nt	nt	2
CC(C)N=C(NC#N)SCc1ccc(Br)cc1	-26	12	-12	-4	9	nt	nt	-2
COCC1CCCCC1OS(N)(=O)=O (stereo not drawn)	-3	2	2	-7	-6	-6	3.4	0
CCc1nc2c(OCC(=O)c3ccc(Cl)cc3Cl)cccn2c1N(C)C(=O)c1ccncc1	21	-31	-3	-2	3	12	-0.5	0
O=C(NCC(=O)N1CCN(Cc2ccccc2)CC1)c1cccs1	1	-1	0	-8	13	-7	-1.2	1
